# Bioassay records (PubChem)
# Shiga inhibitor: A qHTS for Small Molecule Inhibitors of Shiga Toxin. Vero cells, Shiga toxin protein synthesis inhibition reporter. inhibition, % at 38.7 µM. 9.2% of 290,000 active. AID 2315, 2010; in the data active = inhibition mostly above about 28%, no sharp cut-off; inactive = mostly below about 43%; note: 0% is about no effect
# Tb PYK inh: qHTS of Trypanosoma Brucei Inhibitors; pyruvate kinase (Trypanosoma brucei), Q57TT1; TbPYK enzyme, Kinase-Glo Plus ATP luminescence, 45 min; Potency, µM (top dose mostly 76.8 µM), for the others: at the highest dose activity, negative = inhibition, most hits filed as inhibitors; 0.12% of 410,000 active; AID 624173, 2012; note: potency is the fitted concentration of half-maximal effect; % is set by controls: 0 for no effect and ±100 for the full control effect; nearly all actives have a fitted effect of over 50% in size
#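 Quantitative HTS: titrated library compounds versus trypanosomal pyruvate kinase in TEA buffer (pH 7.2) containing KCl, MgCl2, BSA and Tween-20. Reactions were initiated with ADP, 130 uM final. Kinase-Glo Plus luminescence was read after 45 min at RT.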
# Pf growth 48h: Primary qHTS for delayed death inhibitors of the malarial parasite plastid, 48 hour incubation | P. falciparum luciferase growth in erythrocytes, 48 h | Potency, µM (doses to about 28.7 µM), inactives show top-dose activity change, negative = inhibition, most hits filed as inhibitors | 5.9% of 310,000 active | AID 504832, 2011; note: potency is the fitted concentration of half-maximal effect; % is set by controls: 0 for no effect and ±100 for the full control effect
#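 Luciferase-expressing parasites in RBCs, 2% Hct / 0.1% parasitemia final; RPMI 1640 + 0.5% Albumax; 37 C, 5% CO2, one generation; luminescence read-out, lower signal = inhibition.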
# HCV inhibitor: qHTS Assay for Inhibitors of Hepatitis C Virus (HCV). Huh7.5.1 HCVcc-Cre infection, luciferase reporter, 44 h. Potency, µM (top dose mostly 41.8 µM), for inactives: at the highest dose activity change, negative = inhibition, actives largely listed as inhibitors. 3.4% of 340,000 active. AID 651820, 2012; note: potency is the fitted concentration of half-maximal effect; % is set by controls: 0 for no effect and ±100 for the full control effect
#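 Antiviral activity was scored by luciferase reporter output from cells infected with HCVcc-Cre (~0.5 moi) in presence of compound, 44 h infection period, cells seeded 1,000/well 4 h prior.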
# LmPK inh: qHTS Assay for Inhibitors of Leishmania Mexicana Pyruvate Kinase (LmPK); Q27686; purified LmPK, Kinase-Glo ATP luminescence, 1 h; Potency, µM (doses to about 57.5 µM), for the others: at the top dose activity change, negative = inhibition, most hits filed as inhibitors; 0.37% of 290,000 active; AID 1721, 2009; note: potency is the fitted concentration of half-maximal effect; % is set by controls: 0 for no effect and ±100 for the full control effect
# Target sequence (Q27686 whole entry, looked up): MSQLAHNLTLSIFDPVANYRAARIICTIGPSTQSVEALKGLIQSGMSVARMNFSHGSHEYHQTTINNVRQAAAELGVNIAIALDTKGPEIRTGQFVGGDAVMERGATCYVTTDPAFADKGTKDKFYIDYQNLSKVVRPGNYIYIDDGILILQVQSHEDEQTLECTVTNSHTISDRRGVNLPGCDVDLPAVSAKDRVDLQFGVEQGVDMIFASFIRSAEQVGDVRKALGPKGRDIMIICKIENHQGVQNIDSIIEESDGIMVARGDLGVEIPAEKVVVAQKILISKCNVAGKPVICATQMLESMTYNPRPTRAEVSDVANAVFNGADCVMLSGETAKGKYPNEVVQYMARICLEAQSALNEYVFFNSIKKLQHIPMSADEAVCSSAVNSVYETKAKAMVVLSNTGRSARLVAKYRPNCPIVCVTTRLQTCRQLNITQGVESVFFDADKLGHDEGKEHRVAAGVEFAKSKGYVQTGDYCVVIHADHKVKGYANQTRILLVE
#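 Purified LmPK (0.1 nM) converted ADP (0.1 mM) to ATP with PEP (0.5 mM) in imidazole buffer pH 7.2 with KCl and MgCl2, 1 h at room temperature. ATP was read by Kinase-Glo luminescence; data normalized to uninhibited and no-enzyme controls.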
# CHX counter: Cycloheximide Counterscreen for Small Molecule Inhibitors of Shiga Toxin | max response, % | 12% of 300,000 active | AID 2314, 2010 | cell reporter, cycloheximide protein synthesis inhibition counterscreen; in the data active = max response mostly above about 13%, no sharp cut-off; inactive = mostly below about 14%; note: read at 38.3 µM for the half of the compounds with a filed dose; 0% is about no effect
# Pf growth 96h: Primary qHTS for delayed death inhibitors of the malarial parasite plastid, 96 hour incubation. 6.9% of 320,000 active. P. falciparum luciferase reporter growth, 96 h. Potency, µM (series often up to 28.7 µM), without a hit: at the top dose activity change, negative = inhibition, actives largely listed as inhibitors; note: potency is the fitted concentration of half-maximal effect; % is set by controls: 0 for no effect and ±100 for the full control effect
#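 96 h incubation, 37 C, 5% CO2, of luciferase-reporter P. falciparum-infected RBCs (2% hematocrit, 0.05% parasitemia final) with test compounds; endpoint luminescence.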
# Starred values were filed as active, the others as inactive; u = inconclusive; x = no result given; [ ] = remark or other dose. Unless noted, calls come from the whole dose curve; as a rule, active = well fitted curve in the direction sought with a large enough effect; inconclusive = small, poorly fitted or top-dose-only effect, or another doubt; inactive = no such curve, though single readings can be large; an effect the other way counts as inactive or inconclusive.
(1) O=C1CC(=O)c2c1cccc2[N+](=O)[O-]
(2) CC(C)[N+](C)(C)CC#CC(O)(c1ccccc1)c1ccccc1
(3) Cc1ccc(N2CC(C(N)=O)CC2=O)cc1C (configuration not stated)
(4) O=C(NCCCn1ccnc1)NC(C(F)(F)F)C(F)(F)F
(5) Cc1nn(-c2ccccc2C(F)(F)F)c(=O)c2noc(C)c12

Screen / compound no.	1	2	3	4	5
Shiga inhibitor	-7	-17	-5	15	-5
Tb PYK inh	x	-12%	1%	0%	-4%
Pf growth 48h	-6%	-22%	2%	8%	-1%
HCV inhibitor	x	-3%	7%	0%	5%
LmPK inh	-28%	4%	1%	5%	2%
CHX counter	-3	-3	1	2	-2
Pf growth 96h	-13%	-19%	x	x	-4%

(6) Cc1ccc(NC(=O)CSCC(=O)Nc2cccc3ncccc23)cc1
(7) Cc1ccc(C)c(S(=O)(=O)N2CCN(C(=O)Cn3cnc4c3c(=O)n(C)c(=O)n4C)CC2)c1
(8) Cc1nn(C)cc1S(=O)(=O)NCc1ccccc1Cl
(9) CCOc1ccc2[nH]c(=O)c(CN(CCO)Cc3nnnn3CCc3ccccc3)cc2c1
(10) CC(=O)N1CCc2c(sc(NC(=O)Cc3ccc(C)cc3C)c2C#N)C1

Screen / compound no.	6	7	8	9	10
Shiga inhibitor	x	-5	-9	-4	-9
Tb PYK inh	-15%	-1%	1%	3%	5%
Pf growth 48h	u	-1%	9%	x	12%
HCV inhibitor	-18%	-6%	4%	-12%	-10%
LmPK inh	x	-9%	-1%	6%	2%
CHX counter	x	-2	1	-5	-4
Pf growth 96h	-19%	-12%	u	22%	4%

(11) CCNC(=O)NC(=O)CSc1ccccc1F
(12) CCOc1ccc(NC(=O)NCCCn2c(C)nc3cc(C)c(C)cc32)cc1
(13) CC(=O)Nc1cccc(/C(C)=N/NC(=O)c2ccc(NS(=O)(=O)c3cccs3)cc2)c1
(14) Cc1ccc(C)c(OCc2nnc(SCC(=O)NCc3ccc4c(c3)OCO4)o2)c1
(15) CCSc1nc2c(c(=O)n1CC)SC(C)C2 (configuration not stated)

Screen / compound no.	11	12	13	14	15
Shiga inhibitor	-3	20	14	-9	-12
Tb PYK inh	3%	-1%	1%	0%	3%
Pf growth 48h	13%	x	22%	u	-21%
HCV inhibitor	11%	u	-3%	-10%	1%
LmPK inh	-1%	2%	5%	3%	-7%
CHX counter	1	-3	-2	21	-2
Pf growth 96h	9%	x	23%	1%	38%[activator]

(16) CCSc1ncc(Cl)c(C(=O)Nc2nc3ccc(OC)cc3s2)n1
(17) CCC(Oc1ccc(Cl)cc1)C(=O)N1CC(=O)Nc2ccccc21 (configuration not stated)
(18) CC1(C)OC2OC(COC(=O)c3ccccc3)C3OC(C)(C)OC3C2O1 (configuration not stated)
(19) Cc1ccc(NC(=O)Nc2ccc3c(c2)CCC3)cc1C
(20) NC(=O)NC(Cc1ccccc1)C(=O)NCC1(N2CCCCC2)CCCCC1 (configuration not stated)

Screen / compound no.	16	17	18	19	20
Shiga inhibitor	-11	-7	2	29	24
Tb PYK inh	-5%	-8%	-9%	-5%	4%
Pf growth 48h	x	u	23%	4%	11%
HCV inhibitor	x	x	18%	1%	5%
LmPK inh	x	0%	-1%	-2%	-1%
CHX counter	19	-1	31*	18	-1
Pf growth 96h	x	u	u	-6%	-18%

(21) O=C(Nc1ccc2c(c1)OCO2)C1CCN(S(=O)(=O)c2cccc3cccnc23)CC1
(22) Cc1c(NC(=O)COC(=O)C2(c3ccccc3F)CCCC2)c(=O)n(-c2ccccc2)n1C
(23) O=C(NCc1ccccc1C(F)(F)F)C12CN(Cc3ccccc3)CC1C(c1ccc([N+](=O)[O-])cc1)=NO2 (configuration not stated)
(24) S=c1[nH]c2ccc(Cl)cc2[nH]1
(25) CCC(C)NC(=O)c1c(F)c(F)c(F)c(F)c1F (configuration not stated)

Screen / compound no.	21	22	23	24	25
Shiga inhibitor	65	24	41	-8	-9
Tb PYK inh	1%	-5%	-11%	u	-7%
Pf growth 48h	u	0%	3.3µM*	9%	-27%
HCV inhibitor	6%	-17%	u	1%	13%
LmPK inh	1%	-8%	1%	-3%	2%
CHX counter	13	1	18*	-1	-3
Pf growth 96h	x	-1%	u	5%	-4%

# Exported bar-delimited: part of the list above.
no. | Compound | Shiga inhibitor | Tb PYK inh | Pf growth 48h | HCV inhibitor | LmPK inh | CHX counter | Pf growth 96h
15 | CCSc1nc2c(c(=O)n1CC)SC(C)C2 (configuration not stated) | -12 | 3% | -21% | 1% | -7% | -2 | 38%[activator]
16 | CCSc1ncc(Cl)c(C(=O)Nc2nc3ccc(OC)cc3s2)n1 | -11 | -5% | x | x | x | 19 | x
17 | CCC(Oc1ccc(Cl)cc1)C(=O)N1CC(=O)Nc2ccccc21 (configuration not stated) | -7 | -8% | u | x | 0% | -1 | u
18 | CC1(C)OC2OC(COC(=O)c3ccccc3)C3OC(C)(C)OC3C2O1 (configuration not stated) | 2 | -9% | 23% | 18% | -1% | 31* | u
19 | Cc1ccc(NC(=O)Nc2ccc3c(c2)CCC3)cc1C | 29 | -5% | 4% | 1% | -2% | 18 | -6%
20 | NC(=O)NC(Cc1ccccc1)C(=O)NCC1(N2CCCCC2)CCCCC1 (configuration not stated) | 24 | 4% | 11% | 5% | -1% | -1 | -18%
21 | O=C(Nc1ccc2c(c1)OCO2)C1CCN(S(=O)(=O)c2cccc3cccnc23)CC1 | 65 | 1% | u | 6% | 1% | 13 | x
22 | Cc1c(NC(=O)COC(=O)C2(c3ccccc3F)CCCC2)c(=O)n(-c2ccccc2)n1C | 24 | -5% | 0% | -17% | -8% | 1 | -1%
23 | O=C(NCc1ccccc1C(F)(F)F)C12CN(Cc3ccccc3)CC1C(c1ccc([N+](=O)[O-])cc1)=NO2 (configuration not stated) | 41 | -11% | 3.3µM* | u | 1% | 18* | u
24 | S=c1[nH]c2ccc(Cl)cc2[nH]1 | -8 | u | 9% | 1% | -3% | -1 | 5%
25 | CCC(C)NC(=O)c1c(F)c(F)c(F)c(F)c1F (configuration not stated) | -9 | -7% | -27% | 13% | 2% | -3 | -4%

# Remaining list, next part.
(26) CC1CN(CCOc2ccccc2C(C)C)CC(C)O1 (configuration not stated)
(27) O=C(NCCN1CCOCC1)C(=O)NCc1ccco1
(28) Cc1ccc(S(=O)(=O)N2CCC(C(=O)N3CCN(c4ccccn4)CC3)CC2)cc1
(29) COc1ccc(C(=O)CSc2nnc(Cn3cnc4ccccc43)o2)cc1
(30) COc1cccc(C(=O)N2CCCC(c3nc(-c4cccs4)no3)C2)c1 (configuration not stated)

Screen / compound no.	26	27	28	29	30
Shiga inhibitor	x	5	15	-8	36
Tb PYK inh	7%	1%	-10%	-1%	-8%
Pf growth 48h	6%	1%	u	-23%	12%
HCV inhibitor	0%	22%	-14%	2.2µM*	-21%
LmPK inh	-3%	4%	-2%	4%	-1%
CHX counter	-2	0	-2	-1	20
Pf growth 96h	u	10%	u	3%	9.3µM*

(31) CN1CCN(c2ccc(NC(=O)COc3ccc4ccccc4c3)cc2)CC1
(32) Clc1ccc(-n2ncc3c(N4CCCCCC4)ncnc32)cc1
(33) CCOCCCNC(=O)CN1C(=O)CSc2ccc(S(=O)(=O)N3CCOCC3)cc21
(34) CCCNC(=O)c1ccc(N2CCC3(CC2)CC(c2ccccc2)=NO3)c(NC(=O)c2ccco2)c1
(35) COc1ccc(CNC(=O)c2cccc(N3CCCC3=O)c2)cc1

Screen / compound no.	31	32	33	34	35
Shiga inhibitor	4	33	-10	2	-4
Tb PYK inh	14%	0%	12%	-1%	-3%
Pf growth 48h	u	62%[activator]	-24%	u	x
HCV inhibitor	u	-5%	13%	u	-5%
LmPK inh	0%	-6%	4%	1%	5%
CHX counter	9	21*	-1	8	-3
Pf growth 96h	1%	95%[activator]	-1%	1.2µM*	u

(36) CCCCNC(=O)NS(=O)(=O)c1ccc(N)cc1
(37) CCc1nnc(N2C(=O)c3ccc(Oc4ccc([N+](=O)[O-])cc4)cc3C2=O)s1
(38) CCn1c(=S)sc2c(=O)n(-c3ccccc3)c(SC)nc21
(39) CN(Cc1ccccc1)C1CCCN(C(=O)COc2ccccc2Cl)C1 (configuration not stated)
(40) COC(=O)Nc1ccc2c(c1)OCO2

Screen / compound no.	36	37	38	39	40
Shiga inhibitor	-8	15	-6	-27	28
Tb PYK inh	0%	15%	-5%	-8%	-4%
Pf growth 48h	11%	10%	u	-16%	u
HCV inhibitor	x	-8%	u	u	3%
LmPK inh	x	6%	8%	-6%	1%
CHX counter	5	2	1	4	12
Pf growth 96h	10%	43%[activator]	-2%	-3%	9%

(41) CCOC(=O)c1[nH]cnc1C(=O)Nc1ccc(Cl)cc1
(42) CCOc1ccc(C(C)NC(=O)c2ccc3c(c2)NC(=O)C(C)S3)cc1OCC (configuration not stated)
(43) Cc1ccc(CN2CCc3[nH]c(=O)[nH]c(=O)c3C2)cc1
(44) COc1cccc(N2CCN(C3CC(=O)N(c4ccc(F)c(Cl)c4)C3=O)CC2)c1 (configuration not stated)
(45) CCOc1ccc(NC(=O)NNC(=O)c2ccc(CC)s2)cc1

Screen / compound no.	41	42	43	44	45
Shiga inhibitor	-6	x	-6	-7	24
Tb PYK inh	0%	9%	u	-8%	-1%
Pf growth 48h	-10%	2.3µM*	2%	19%	35%[activator]
HCV inhibitor	2%	-1%	-12%	15%	-1%
LmPK inh	0%	x	0%	9%	1%
CHX counter	-2	x	-4	5	6
Pf growth 96h	u	1.9µM*	1.2µM*	x	10%

(46) COc1ccccc1NS(=O)(=O)c1cc(NC(=O)c2cc[n+]([O-])cc2)ccc1N1CCCC1
(47) O=C(Cc1ccc(NC2=NC3CS(=O)(=O)CC3S2)cc1)NCc1ccccc1 (configuration not stated)
(48) COc1cc(NC(=O)c2cccnc2SC)cc(OC)c1
(49) COc1ccc(NC(=O)Cn2nc(C)c3ccccc3c2=O)cc1
(50) Cc1c(N=Cc2c(O)n(CCc3ccccc3)c(=O)[nH]c2=O)c(=O)n(-c2ccccc2)n1C

Screen / compound no.	46	47	48	49	50
Shiga inhibitor	-8	-2	11	-5	-4
Tb PYK inh	-28%	2%	5%	-1%	-26%
Pf growth 48h	u	-2%	-8%	-6%	16%
HCV inhibitor	-23%	17%	-15%	2%	u
LmPK inh	-2%	-3%	0%	-4%	3%
CHX counter	-2	1	-2	-1	-1
Pf growth 96h	u	u	-2%	u	63%[activator]

(51) Cc1cccc(NC(=O)C2CCN(S(=O)(=O)c3ccc4c(c3)C(C)(C)C(=O)N4C)CC2)c1C
(52) CN(CCO)c1ccc(-c2nn(C)c(=O)c3ccccc23)cc1[N+](=O)[O-]
(53) CC(C)Sc1nc(N2CCOCC2)c2c(c1C#N)CC(C)(C)SC2
(54) CCCCC(=O)Nc1ccccc1Oc1ccccc1

Screen / compound no.	51	52	53	54
Shiga inhibitor	-3	-5	-19	7
Tb PYK inh	6%	5%	-1%	-9%
Pf growth 48h	u	-4%	u	-13%
HCV inhibitor	-7%	-20%	u	-2%
LmPK inh	6%	-13%	3%	-4%
CHX counter	-3	4	-2	-3
Pf growth 96h	26%	19%	u	10%
